Anesthetic bind: candidate novel general anesthetic via apoferritin binding; P02791; apoferritin/1-aminoanthracene competitive binding, fluorescence; Potency, µM (titrated, usually from 77.5 µM), for inactives: at the highest dose activity change, negative = displacement, most hits filed as inhibitors; 350,000 compounds, 0.074% hits; note: potency is the fitted concentration of half-maximal effect; % is set by controls: 0 for no effect and ±100 for the full control effect; nearly all actives have a fitted effect of over 20% in size
Target sequence (P02791 2-175 limits assumed): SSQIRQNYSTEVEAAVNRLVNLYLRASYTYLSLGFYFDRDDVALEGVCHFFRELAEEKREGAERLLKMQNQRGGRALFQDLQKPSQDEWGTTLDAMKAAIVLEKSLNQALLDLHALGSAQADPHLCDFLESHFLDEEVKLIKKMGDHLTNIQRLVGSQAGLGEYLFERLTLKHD
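Apoferritin-based anesthetic binding model; compound displacement of fluorescent 1-AMA measured as endpoint fluorescence after 10 minutes at room temperature, scaled to free-ligand and complex controls.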
RXFP1 antag: RXFP1 (human) relaxin receptor antagonism. Q9HBX9. HEK293-RXFP1, relaxin-stimulated cAMP HTRF, 30 min; active compounds read low. activity change, negative = inhibition, % at 57.5 µM. 350,000 compounds, 0.59% hits. AID 1259400;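 active = activity change of -60% or lower, but not beyond a set lower limit; inconclusive = change between -60% and -40%, or beyond the set limit; inactive = change above -40%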; note: % is set by controls: 0 for no effect and ±100 for the full control effect
RXFP1 ag: RXFP1 (human) receptor agonism | HEK293T-RXFP1 cAMP TR-FRET, 30 min; response scale: percent of porcine relaxin response, buffer zero | 370,000 compounds, 0.3% hits | Potency, µM (titrated, usually from 57.5 µM), inactives show top-dose activation, most hits filed as activators; note: potency is the fitted concentration of half-maximal effect; % is set by controls: 0 for no effect and ±100 for the full control effect; nearly all actives have a fitted effect of over 60% in size; many of its hits are not listed in these tables
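cAMP rise read by TR-FRET after 30 min, 37C compound exposure (up to 58 uM) in RXFP1-transfected HEK293 cells with Ro 20174 present. EC50 from Hill-equation fits, with 29 nM porcine relaxin as 100% and buffer as basal.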
TRHR ag: agonists of human TRH receptor | TRHR cells, calcium flux fluo-8, FDSS agonist mode | P34981 | AID 493084 | 360,000 compounds, 0.18% hits | activation, % at 2 µM; in the data active = activation above about 30%; note: 0% is about no effect
Target sequence (P34981 whole entry, looked up): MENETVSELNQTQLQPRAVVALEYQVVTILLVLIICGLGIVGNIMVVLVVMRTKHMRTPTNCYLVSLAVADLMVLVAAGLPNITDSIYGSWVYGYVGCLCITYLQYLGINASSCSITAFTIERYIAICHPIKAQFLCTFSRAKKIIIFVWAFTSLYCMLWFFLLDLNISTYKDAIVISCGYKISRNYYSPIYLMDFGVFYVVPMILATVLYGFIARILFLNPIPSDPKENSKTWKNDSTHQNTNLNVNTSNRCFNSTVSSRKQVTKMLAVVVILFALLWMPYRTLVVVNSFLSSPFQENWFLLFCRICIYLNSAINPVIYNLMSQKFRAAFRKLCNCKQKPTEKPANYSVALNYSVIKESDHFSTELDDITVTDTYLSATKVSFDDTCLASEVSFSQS
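In this calcium-flux screen, cells bearing human TRHR are dye-loaded with fluo-8, baselined for 10 cycles, then exposed to library compounds; positive kinetic calcium responses during the agonist phase mark hits, with TRH as control.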
TRHR enhancer: allosteric enhancers of human TRH receptor | P34981 | TRHR cells, fluo-8 calcium fluorescence, EC20 TRH enhancement | enhancement, % at 2 µM | 360,000 compounds, 0.66% hits; in the data active = enhancement above about 30%; note: 0% is about no effect
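Enhancer read-out: after compound pinning and an initial kinetic agonist-mode read, an EC20 of TRH (10 nM final) was injected and fluo-8 calcium signal (Ex 480/Em 530) followed at 1 s/cycle for 100 cycles in TRHR-expressing cells.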
D1 antag: blocks dopamine activation of the human D1 receptor | P21728 | HEK293 TREx D1 cells, calcium flux, dopamine EC80; active compounds read low | 360,000 compounds, 3.2% hits | activity change, negative = inhibition, % at 10 µM; in the data active = activity change below about -30%; note: % is set by controls: 0 for no effect and ±100 for the full control effect
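Calcium flux readout: force-coupled, inducible Hek293 Trex D1 line, cells induced overnight at 30 C with tetracycline, dye-loaded 30–90 min at RT. Antagonism scored against EC80 dopamine challenge given 180 s after compound.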
D1 potentiator: potentiators of human D1 dopamine receptor | P21728 | HEK293 TREx D1 cells, calcium flux, dopamine EC20 potentiation | potentiation, % at 10 µM | 360,000 compounds, 0.036% hits; in the data active = potentiation above about 30%; note: 0% is about no effect
D2 potentiator: D2 dopamine receptor (human) potentiation. P14416. HEK293 T-REx D2, calcium flux, EC20 dopamine potentiation. potentiation, % at 10 µM. 340,000 compounds, 0.34% hits;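 active = potentiation over 3 SD above the plate norm, cut at about 30% in these data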; note: 0% is about no effect
Target sequence (P14416 whole entry, looked up): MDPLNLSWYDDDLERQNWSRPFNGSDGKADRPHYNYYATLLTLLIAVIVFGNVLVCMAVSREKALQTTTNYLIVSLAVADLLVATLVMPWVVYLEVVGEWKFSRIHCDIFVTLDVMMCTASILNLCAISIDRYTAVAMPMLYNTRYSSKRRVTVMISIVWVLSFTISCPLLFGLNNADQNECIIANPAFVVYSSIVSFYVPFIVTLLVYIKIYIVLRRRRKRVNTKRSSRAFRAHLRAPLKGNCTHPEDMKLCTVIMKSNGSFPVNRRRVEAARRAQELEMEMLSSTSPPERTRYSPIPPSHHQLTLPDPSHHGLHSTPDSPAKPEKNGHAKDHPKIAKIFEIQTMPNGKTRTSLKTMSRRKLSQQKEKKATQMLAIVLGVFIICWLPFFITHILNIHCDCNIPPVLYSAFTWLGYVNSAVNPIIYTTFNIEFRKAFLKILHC
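Using a no-wash calcium dye in inducible, force-coupled HEK293 Trex cells expressing D2, we tracked fluorescence each second for 180 s after compound, then for 180 s after EC20 dopamine to detect augmented signalling.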
D1 agonist: activates the human D1 dopamine receptor. P21728. HEK293 T-REx D1 cells, calcium flux, agonist mode. activation, % at 2 µM. 360,000 compounds, 1% hits; in the data active = activation above about 30%; note: 0% is about no effect
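Inducible HEK293 T-REx D1 cells, force-coupled to calcium signalling, were plated at 4000 cells/well with tetracycline and held overnight at 30 C. After no-wash calcium dye loading, compound-evoked calcium rise over 180 s flagged agonists.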
* hit, by the source's call; u = inconclusive; x = no result given; & = joins results of further samples; [ ] = dose if it differs, or a comment. Unless noted, calls come from the whole dose curve; as a rule, active = well fitted curve in the direction sought with a large enough effect; inconclusive = small, poorly fitted or top-dose-only effect, or another doubt; inactive = no such curve, though single readings can be large; an effect the other way counts as inactive or inconclusive. Some of the compounds tested, so the mix of outcomes need not match the whole.

Assay codes: A = Anesthetic bind; B = RXFP1 antag; C = RXFP1 ag; D = TRHR ag; E = TRHR enhancer; F = D1 antag; G = D1 potentiator; H = D2 potentiator; I = D1 agonist
Cc1ccc(Cl)cc1N1CCN(C(=O)C2CCN(S(=O)(=O)c3ccc4c(c3)oc(=O)n4C)CC2)CC1
  A = -10%	B = -10	C = -0.6%	D = 0.6	E = -3	F = -10	G = -6	H = -11	I = 14

COc1cccc(NC(=O)CN(C)C(=O)c2ccc(Cl)c(S(=O)(=O)N3CCCCCC3)c2)c1
  A = x	B = 10	C = -0.5%	D = 0.4	E = 4	F = 3	G = 6	H = -8	I = 4

COc1cccc2sc3ccc(NCc4ccc5c(c4)OCO5)cc3c(=O)c12
  A = -15%	B = x	C = 4.0%	D = 13	E = 1	F = 0	G = 3	H = -7	I = 31*

COc1ccc(C)cc1NC(=O)c1nn(-c2ccccc2)cc1OC
  A = 4%	B = u	C = -2.6%	D = -0.2	E = 16	F = -4	G = -10	H = -5	I = 3

O=C(Nc1cccnc1)c1cnn2c(C(F)F)cc(C3CC3)nc12
  A = -3%	B = -5	C = 3.9%	D = -0.1	E = 2	F = 1	G = 0	H = 15	I = 3

CC(=O)c1ccc(NC(=O)Nc2ccc([N+](=O)[O-])cc2C)cc1
  A = -10%	B = 6	C = 0.5%	D = 2.5	E = -3	F = -27	G = -19	H = 4	I = 13

Cn1ccc(C(=O)N/N=C/c2c[nH]c3ccccc23)n1
  A = -10%	B = -20	C = -0.4%	D = -2.9	E = 9	F = -2	G = -11	H = 8	I = 4

CCOC(=O)C1CCN(C(=O)CNS(=O)(=O)c2ccc(Br)s2)CC1
  A = -9%	B = -7	C = 0.1%	D = 0.0	E = 5	F = -6	G = -4	H = x	I = 2

O=c1c(S(=O)(=O)c2ccccc2)cn(Cc2ccc(F)cc2)c2cc(N3CCCCC3)c(F)cc12
  A = u	B = -23	C = 5.8%	D = -0.5	E = -3	F = -44*	G = -1	H = -10	I = 2

CCOC(=O)c1ccc(NS(=O)(=O)CC)cc1
  A = 6%	B = 1	C = -1.3%	D = -0.1	E = -2	F = -21	G = -2	H = -5	I = 0

FC(F)(F)c1cccc(Nc2nc3nonc3nc2Nc2ccc(Cl)cc2)c1
  A = u	B = -82*	C = 2.0%	D = 6.2	E = -9	F = -48*	G = -5	H = -29	I = 51*

Cc1ccc2c(CN3C(=O)NC4(CCCCC4)C3=O)cc(=O)oc2c1C
  A = u	B = 9	C = 3.2%	D = -0.3	E = -2	F = -4	G = 0	H = x	I = -2

O=S(=O)(c1ccc(Br)s1)N1CCC2(CC1)OCCO2
  A = -13%	B = -13	C = -0.7%	D = -0.2	E = -6	F = -23	G = -13	H = 10	I = 4

OC1(c2ccc(OC(F)F)cc2)CSC(=Nc2cccnc2)N1Cc1ccco1 (centres undefined)
  A = -17%	B = -31	C = 4.3%	D = -0.8	E = 0	F = -14	G = 6	H = 5	I = 6

CC(C)Cc1ccc(CN2CCCC(NC(=O)CCn3cnnn3)C2)cc1 (centres undefined)
  A = -15%	B = -16	C = -4.6%	D = -0.6	E = -10	F = -10	G = -2	H = -11	I = 7

COc1ccccc1CNC(=O)CSc1nc(N)c(C#N)c(-c2cccs2)c1C#N
  A = -19%	B = -3	C = 15%	D = -1.0	E = 15	F = -16	G = 2	H = 12	I = 10

COc1ccc2c(c1)c1c(c(=O)n(Cc3ccccc3)c(=O)n1Cc1ccccc1Cl)n2C
  A = -6%	B = x	C = 1.2%	D = -0.4	E = 1	F = 16	G = -1	H = -9	I = 1

CCC(=O)N1CCc2cc(S(=O)(=O)NCCC(=O)NCc3ccccc3Cl)ccc21
  A = u	B = -8&-20	C = 4.6%&2.9%	D = -0.6&0.1	E = -2&-5	F = 22&-4	G = -5&-2	H = 5&0	I = 0&1

Cc1nc2c(C)cccc2cc1C(=O)N/N=C/c1ccc(C(=O)O)cc1
  A = -3%	B = 5	C = -2.5%	D = 0.5	E = 12	F = 2	G = -3	H = 5	I = 3

CCn1c(-c2ccccn2)nc2cc(S(=O)(=O)N(C)C)ccc21
  A = 5%	B = 2	C = -0.3%	D = -1.0	E = -7	F = -11	G = -5	H = 19	I = 2

CCCN(c1ccccc1F)S(=O)(=O)c1ccc2c(c1)C(C)(C)C(=O)N2C
  A = -4%	B = x	C = -0.4%	D = -0.4	E = 2	F = -3	G = -6	H = x	I = 3

CC(C(N)=O)N1C(=O)C2C3C=CC(C3)C2C1=O (centres undefined)
  A = 7%	B = 7	C = -0.1%	D = 1.8	E = -3	F = 6	G = 0	H = -10	I = 3

O=C(NN=C1CCCC1)c1ccc(O)cc1O
  A = -7%	B = -5	C = -0.5%	D = 0.8	E = -3	F = 2	G = 0	H = -8	I = 2

Cc1ccc(-c2nnc(SCC(=O)N3CCCC3)o2)cc1
  A = -7%	B = -2	C = -0.2%	D = -0.3	E = -9	F = 0	G = -2	H = -8	I = 2

COC(=O)c1c(C)[nH]c(C(=O)CN2C(=O)NC3(CCOc4ccccc43)C2=O)c1C (centres undefined)
  A = x	B = -10	C = 2.9%	D = 0.5	E = 11	F = -5	G = 9	H = -10	I = 1

COc1ccc(C)cc1NC(=O)C(OC(=O)CNC(=O)c1cccc(F)c1)c1ccccc1 (centres undefined)
  A = -17%	B = -2	C = 1.1%	D = 0.6	E = -9	F = -5	G = -1	H = 3	I = 4

O=[N+]([O-])c1ccc(C[n+]2cccc3c4ccccc4ccc32)cc1
  A = 10%	B = 1	C = 6.0%	D = 3.3	E = 3	F = -7	G = -4	H = 3	I = 4

O=C1C(Cc2ccccc2)Nc2ncnc(N3CCN(c4ccccc4)CC3)c2N1Cc1ccc(Cl)cc1 (centres undefined)
  A = x	B = x	C = -0.2%	D = 1.0	E = -3	F = -2	G = -6	H = -15	I = 1

COc1ccc(CN2CCN(CC3CC3)CC2CCO)cc1C (centres undefined)
  A = -4%	B = 4	C = 0.5%	D = 0.9	E = -2	F = 6	G = -1	H = 3	I = 2

COc1ccc2oc(C)c(C(=O)Cn3ccnc3)c2c1
  A = 1%	B = 0	C = -0.7%	D = 0.3	E = -3	F = -3	G = 0	H = -7	I = 2

Ordered by heavy-atom count (rising): some entries from above.
Assay codes: A = Anesthetic bind; B = RXFP1 antag; C = RXFP1 ag; D = TRHR ag; E = TRHR enhancer; F = D1 antag; G = D1 potentiator; H = D2 potentiator; I = D1 agonist
O=C(Nc1cccnc1)c1cnn2c(C(F)F)cc(C3CC3)nc12
  A = -3%	B = -5	C = 3.9%	D = -0.1	E = 2	F = 1	G = 0	H = 15	I = 3

COc1ccccc1CNC(=O)CSc1nc(N)c(C#N)c(-c2cccs2)c1C#N
  A = -19%	B = -3	C = 15%	D = -1.0	E = 15	F = -16	G = 2	H = 12	I = 10

COc1ccc(C)cc1NC(=O)C(OC(=O)CNC(=O)c1cccc(F)c1)c1ccccc1 (centres undefined)
  A = -17%	B = -2	C = 1.1%	D = 0.6	E = -9	F = -5	G = -1	H = 3	I = 4

Going on with the list:
Assay codes: A = Anesthetic bind; B = RXFP1 antag; C = RXFP1 ag; D = TRHR ag; E = TRHR enhancer; F = D1 antag; G = D1 potentiator; H = D2 potentiator; I = D1 agonist
Cc1ccc(NC(=O)CN2C(=O)C(c3ccccc3)=NC23CCCCC3)cc1C
  A = -17%	B = -7	C = -1.4%	D = 0.3	E = -1	F = -11	G = 2	H = 1	I = 1

O=C(COc1ccc(/C=N/NC(=O)c2ccc(O)cc2)cc1)Nc1ccc([N+](=O)[O-])cc1
  A = -13%	B = -15	C = 0.2%	D = -0.6	E = 5	F = 0	G = -7	H = -4	I = 1

COc1cc(CNc2ccc(N3CCCC3)cc2)cc(Cl)c1OC
  A = u	B = -8	C = -1.3%	D = -0.5	E = 2	F = 22	G = 9	H = 13	I = 4

CCCOc1ccccc1C(=O)N(Cc1ccco1)C1CCS(=O)(=O)C1 (centres undefined)
  A = -6%	B = -3	C = 1.6%	D = -0.2	E = 3	F = 6	G = -8	H = 5	I = 4

CCCCCCOc1ccc(N2C(=O)CC(S/C(N)=N/N=C(\C)c3cccs3)C2=O)cc1 (centres undefined)
  A = u	B = -20	C = 1.1%	D = 0.0	E = 28	F = 6	G = -2	H = -5	I = 1

CCOc1ccc(S(=O)(=O)N2CCCCC2)cc1NC(=O)CN1C(=O)NC(CC)(c2ccccc2)C1=O (centres undefined)
  A = -9%	B = -7	C = -0.3%	D = -0.8	E = -4	F = 15	G = -6	H = -1	I = 3

COc1cccc(Nc2nnc(SCn3nnc4ccccc4c3=O)s2)c1
  A = u	B = 2	C = 2.5%	D = -1.7	E = -6	F = 3	G = -4	H = -2	I = 2

Brc1ccc(/C=N/Nc2ccc3ccccc3n2)cc1
  A = -6%	B = -4	C = -0.1%	D = -0.2	E = 51*	F = -25	G = 2	H = 7	I = 1

COc1cccc(NC(=O)N[C@@H](Cc2ccccc2)C(=O)O)c1
  A = -3%	B = -8	C = 0.4%	D = 0.3	E = -1	F = 1	G = -6	H = 2	I = 3

Cc1cc(C)c(S(=O)(=O)O)c(C)n1
  A = -15%	B = -8	C = 0.3%	D = -0.2	E = 2	F = -20	G = 3	H = 13	I = 2

CN(C)C(=O)CSc1nnc(Cc2ccccc2)n1CC1CCCO1 (centres undefined)
  A = -3%	B = 0	C = -1.1%	D = 0.0	E = -2	F = -11	G = 3	H = 3	I = 7

COc1ccccc1NC(=O)CN1C(=O)CC(C)S(=O)(=O)c2ccccc21 (centres undefined)
  A = -1%	B = -2	C = 0.0%	D = 0.8	E = 5	F = 4	G = -5	H = 6	I = 2

COCCOC(=O)C1=C(C)NC(=O)NC1c1cccc(F)c1 (centres undefined)
  A = -4%	B = -24	C = 0.2%	D = 1.3	E = -2	F = 4	G = 0	H = -7	I = 1

S=C(Nc1ccccc1Cl)NC1CCCCCC1
  A = u	B = 10	C = -0.4%	D = -0.6	E = -3	F = -7	G = -3	H = -8	I = 5

CCCCOc1ccc(C(=O)NCC(=O)NNC(=O)C2COc3ccccc3O2)cc1 (centres undefined)
  A = x	B = -9	C = 1.2%	D = 1.3	E = -5	F = -11	G = 2	H = 5	I = 3

CCOc1ccccc1Oc1c(C)oc2c(CN3CCN(C)CC3)c(O)ccc2c1=O
  A = 56%[activator]	B = -17	C = 4.0%	D = 0.0	E = 1	F = 28	G = -4	H = 1	I = 7
